High-throughput results from PubChem.
NPYLR7 ag – activates Aedes aegypti NPYLR7 receptor | HEK293T NPYLR7/Galpha15, GCaMP6s calcium fluorescence | activation, % at 10 µM | actives 0.15% (n = 270,000) | AID 1259423; in the data active = activation above about 40%;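 note: 0% = vehicle and 100% = reference agonist at the receptor; some compounds past the cut are filed as inactive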
mcGAS lum – mouse cGAS inhibition by luminescence; Q8C6L5; actives 0.15% (n = 160,000); inhibition, % at 12.5 µM; recombinant cGAS, Kinase-Glo ATP depletion luminescence; AID 1259399;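 note: 0% = negative control wells and 100% = reference inhibitor with no enzyme activity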
hcGAS inh – inhibitors of human cGAS; inhibition, % at 12.5 µM; recombinant h-cGAS, ATP depletion, Kinase-Glo luminescence; actives 0.081% (n = 290,000); AID 1259398; Q8N884;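 note: 0% = vehicle reaction and 100% = reaction without DNA for no activity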
Target sequence (Q8N884 whole entry, looked up): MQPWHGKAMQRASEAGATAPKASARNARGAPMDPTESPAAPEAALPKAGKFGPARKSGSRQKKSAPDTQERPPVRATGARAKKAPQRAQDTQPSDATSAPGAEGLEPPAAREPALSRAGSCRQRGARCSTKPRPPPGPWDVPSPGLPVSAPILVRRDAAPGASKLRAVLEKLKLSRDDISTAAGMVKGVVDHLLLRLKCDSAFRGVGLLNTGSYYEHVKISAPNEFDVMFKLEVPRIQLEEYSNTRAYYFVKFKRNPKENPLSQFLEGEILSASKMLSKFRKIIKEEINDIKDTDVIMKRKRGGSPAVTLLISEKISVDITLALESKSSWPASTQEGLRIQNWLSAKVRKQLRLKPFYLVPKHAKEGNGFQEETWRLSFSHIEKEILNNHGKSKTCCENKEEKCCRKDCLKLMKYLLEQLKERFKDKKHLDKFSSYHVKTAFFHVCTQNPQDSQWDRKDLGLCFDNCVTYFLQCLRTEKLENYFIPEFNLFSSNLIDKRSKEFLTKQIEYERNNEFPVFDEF
Numbers without * were called inactive; nt = no result given; & = joins results of further samples. Cut-off read from the data, not from the text of the source, unless noted: active = inhibition above about 40%; inactive = the rest.

Order of results: NPYLR7 ag	mcGAS lum	hcGAS inh
> COc1ccc(Cl)cc1NS(=O)(=O)c1ccc(C)cc1
    0	nt	-1
> Cc1ccccc1-c1cc(O)c2c(c1)CN(CC1CCCN1C)CCO2 (stereo not given)
    nt	-18	-5
> CNc1ncccc1C(=O)N1CCCC(Nc2ccc(F)c(F)c2)C1 (stereo not given)
    9	nt	-2
> O=C(c1cccnc1)N1CCC(n2cnc3ccccc32)CC1
    4	2	6
> CN(C)c1ccc(NC(=O)c2ccco2)cc1CN(Cc1cccc(F)c1)C(=O)c1ccc(F)cc1
    -1	-3	-4
> COc1ccc(C(=O)COC(=O)c2cc(C)nc3ccccc23)cc1OC
    4	-8	-7
> COCC(=O)N(Cc1cc(NC(=O)C(C)C)ccc1N(C)C)C(C)c1ccccc1 (stereo not given)
    28	-6	-9
> CCOC(=O)C1(CCOc2ccccc2)CCNCC1
    2	-11	-5
> Cc1ccc(CNC(=O)C2CCN(Cn3c(=O)oc4ccc(Cl)cc43)CC2)cc1F
    5	-14	-9
> COc1ccccc1C(=O)NCC1=CCN(CC(N)=O)CC1
    23	-6	-2
> C=CCNC(=S)NNC(=O)c1c(C)nc2cc(C)ccn12
    -5	nt	-6
> CN1CCN(c2onc(-c3ccc(F)cc3)c2CN(CC2CCCO2)C(=O)Cc2ccccc2)CC1 (stereo not given)
    7	-5	-4
> Cc1ccccc1-n1ncc2c(C(C)C)nn(CC(=O)N3CC(C)OC(C)C3)c(=O)c21 (stereo not given)
    10	nt	-5
> Fc1ccc(-n2cc(-c3ccnc(NCCCc4ccccn4)n3)cn2)cc1
    -2	-10	-6
> C=CCNC(=S)N1CCc2cc(OC)c(OC)cc2C1CNC(=O)Cc1ccccc1 (stereo not given)
    nt	-4	-2
> CCCCN(CC(=O)N(Cc1ccccc1)Cc1cccn1Cc1cccc(OC)c1)C(=O)c1ccc(Br)cc1
    -4	-5	-5
> CS(=O)(=O)Oc1ccc(CN(CC2CCCO2)C(=O)c2ccc(Cl)cc2)cc1 (stereo not given)
    12	-6	-12
> c1ccc2c(c1)CCN(c1nc(CN3CCOCC3)nc3sc4c(c13)CCCC4)C2
    9	-3	-3
> CN(CC(=O)N1CCN(C(c2ccccc2)c2ccccc2)CC1)c1nc(Cc2ccc(Cl)cc2)ns1
    -8	-3	1
> CC[n+]1c2ccccc2cc2ccccc21
    10	nt	-3
> COc1ccc(Cl)cc1Cn1c(C)c(C(=O)NCc2cccc(C)c2)sc1=O
    9	nt	-10
> Cc1cc(C)n(CCN(C(=O)c2ccc([N+](=O)[O-])o2)c2nc3ccccc3s2)n1
    -17	-10	-3
> COc1cccc(-c2nc(C=Nc3ccc(C)cc3C)c(O)o2)c1
    -6	nt	-1
> O=C(Nc1ccc2c(c1)CN(C(=O)Cc1ccsc1)CC2)c1ccccc1Cl
    9&16	-10	-4&-3
> C=CCC(NC(C)=O)C(=O)N1CCCCC1C(=O)OCCc1ccc(OC)c(OC)c1 (stereo not given)
    -5	-4	-8
> C/C(CC(Sc1ccc(Cl)cc1)c1ccccc1)=N/NC(N)=S (stereo not given)
    -2	nt	9
> O=C(c1cccs1)N(Cc1ccco1)Cc1nccn1Cc1ccccc1F
    25	-5	-6
> CC1CCN(c2cc(Cl)nc(SCc3ccc(C(=O)NCc4ccccn4)cc3)n2)CC1
    -1	1	-2
> CCc1ccc(Cn2ccc3c(-c4ccc(C#N)cc4)c(OC(=O)N(CC)CC)ccc32)cc1
    3	-7	-7
> CC(C)c1nn(C)c(Cl)c1CNCC(=O)N1CCN(C)CC1
    10	nt	-6

Part of the list above, as tab-separated lines:
compound	NPYLR7 ag	mcGAS lum	hcGAS inh
C=CCNC(=S)NNC(=O)c1c(C)nc2cc(C)ccn12	-5	nt	-6
CN1CCN(c2onc(-c3ccc(F)cc3)c2CN(CC2CCCO2)C(=O)Cc2ccccc2)CC1 (stereo not given)	7	-5	-4
Cc1ccccc1-n1ncc2c(C(C)C)nn(CC(=O)N3CC(C)OC(C)C3)c(=O)c21 (stereo not given)	10	nt	-5
Fc1ccc(-n2cc(-c3ccnc(NCCCc4ccccn4)n3)cn2)cc1	-2	-10	-6

Back to the main list, repeating the two entries before the break.
Order of results: NPYLR7 ag	mcGAS lum	hcGAS inh
> CCc1ccc(Cn2ccc3c(-c4ccc(C#N)cc4)c(OC(=O)N(CC)CC)ccc32)cc1
    3	-7	-7
> CC(C)c1nn(C)c(Cl)c1CNCC(=O)N1CCN(C)CC1
    10	nt	-6
> CC(Oc1ccc(F)cc1)c1nc(-c2nonc2N)no1 (stereo not given)
    5	nt	-1
> Cc1ccccc1Cn1c(C(=O)N2CCN(C(=O)C(C)Cl)C(C)C2)cc2ccsc21 (stereo not given)
    21	-6	-10
> CC1(C)CC2CC(C)(CN2C(=O)c2noc3c2CC(C(C)(C)C)CC3)C1 (stereo not given)
    nt	0	3
> CC(C)n1c(Sc2nccn2C)nc2c1c(=O)n(C)c(=O)n2C
    0	nt	-11
> O=C(COc1ccc(O)cc1)NCCCc1ccccc1
    2	nt	-8
> FC(F)(F)C(Cl)Br (stereo not given)
    6	nt	-3
> O=C(Cc1c(F)cccc1F)N1CCOC(COc2cccc(C(F)(F)F)c2)C1 (stereo not given)
    21	-5	1
> CN1CCCCC1(C)C(=O)NCc1ccc(F)cc1 (stereo not given)
    -9	-2	-5
> Cn1c2ccccc2c2c(C(F)(F)F)cc(C(F)(F)F)nc21
    -2	nt	-6
> O=C(CNC(=O)c1ccccc1F)N=Nc1c(O)n(Cc2ccccc2)c2ccccc12
    4	nt	-1
> CCN(CC)c1ccc(NC(=O)c2ccc(F)c(F)c2)cn1
    7	nt	-17
> CN(C)S(=O)(=O)c1ccccc1NC(=O)/C=C/c1cncc(F)c1
    4	nt	-7
> Cc1nc(CC(C)C)cc(C(=O)N2CCC(N3CCC(C(=O)NC4CC4)CC3)CC2)n1
    5	nt	-7&-4
> COc1cccc(C(=O)COc2ccc(F)cc2F)c1
    15	-16	-6
> COc1ccc(-c2cc3ncn(CC(O)COCC4CCCO4)c(=O)c3s2)cc1 (stereo not given)
    1	nt	-4
> COc1ccc(-c2nnc(SCC(=O)N/N=C\c3cccc(OC)c3OC)n2-c2ccccc2)cc1OC
    -8	nt	-5
> COC(=O)N1CCc2nc3ccccc3c(C)c2C1
    -4	nt	-5
> Nc1ccn([C@H]2CC[C@@H](CO)O2)c(=O)n1
    -3&3&-4	-5	-3&-3&-1
> CCOC(=O)C1(Cc2ccccc2F)CCCN(C(=O)c2c(C)nc3ncccn23)C1 (stereo not given)
    3	nt	-6
> Cc1cccc(-c2cnc(-c3ccncc3)nc2C2CCN(C(=O)CC3=CCCCC3)CC2)c1
    15	-8	-3
> Cc1ccc(N2C(=O)C3CC=CCC3C2=O)cc1C (stereo not given)
    28	-5	-2
> Cc1ccc(-c2noc(CSc3ncccn3)n2)cc1
    -12	-2	-1
> COCCOC(=O)N1CCCCC1c1cc(C(=O)Nc2cccc3c2CCCC3)no1 (stereo not given)
    3	-6	-6
> COc1ccc(NC(=O)N(Cc2nc(C(=O)NC3CCN(Cc4ccccc4)CC3)cs2)C(C)C)cc1
    -17	1	2
> CSc1nc(N2CCCC2)c2cnn(CCNC(=O)CCC3CCCC3)c2n1
    nt	-7	-7
> Cc1oc(C)c(S(N)(=O)=O)c1C(=O)N(C)C1C2CC3CC(C2)CC1C3 (stereo not given)
    2	nt	-8
> CCN1CC(CN(C)c2cncc(-n3cccn3)n2)Oc2ccccc21 (stereo not given)
    -1	nt	-8
> COc1ccc(CNC(=O)c2cccnc2N2CCN(C(=O)CCCOc3ccccc3)CC2)cc1
    -4	-7	-5
> O=C(CCNc1nc(-c2ccccc2Cl)nc2ccccc12)NCc1cccc(C(F)(F)F)c1
    15	-3	-3
> Cn1c(-c2ccccc2)cnc1SCC(=O)NCC(C)(C)N1CCOCC1
    5	nt	-13

Further structures follow:
Order of results: NPYLR7 ag	mcGAS lum	hcGAS inh
> O=C(Nc1c2c(nn1-c1ccc([N+](=O)[O-])cc1)CSC2)C1CCCCC1
    19	nt	-6
> CCc1nc(N(CCC(=O)NCCN2CCOCC2)Cc2ccccc2)c2ccc(Cl)cc2n1
    -31	1	0
> Cc1cc(Sc2cccs2)c(C#N)c(C)n1
    -14	nt	-1
> CC(NC(=O)c1ccco1)C(=O)N1CC=C(c2ccccc2)CC1 (stereo not given)
    10	-7	-9
> CCCC(O)CN(Cc1ccc2c(c1)OCO2)Cc1ccc(C)o1 (stereo not given)
    -4	0	1
> CCOc1ccccc1Nc1nc(-c2c(C)nc3cc(C)ccn23)cs1
    -13	-7	-3
> CCOC(=O)c1ccc2c(c1)nc(SCc1ccc(I)cc1)n2CCc1ccc(OC)cc1
    -8	-4	-3
> Cc1ccccc1C1=NN2C(=N)/C(=C/c3ccc(F)cc3)C(=O)N=C2S1
    0	nt	8
> CCn1c(=O)c2ccc(Cl)cc2n(C(C)C(=O)NCCN2CCOCC2)c1=O (stereo not given)
    6	1	2
> O=C(C1=C(N2CCOCC2)C(C(=O)c2ccccc2)CCC1)c1ccccc1 (stereo not given)
    3	nt	-3
> CCN(CC(=O)Nc1c(-c2ccccc2)c(C)nn1-c1ccccc1C)C(=O)Nc1cc(C(F)(F)F)cc(C(F)(F)F)c1
    nt	-5	-3
> Cc1c(CN2CCCC(C(=O)Nc3ccc(-c4ccn[nH]4)cc3)C2)cnn1C (stereo not given)
    -6	nt	-6
> COC(=O)c1ccc(NC(=O)CSc2nc3c(-c4ccccc4)c(C)nn3c(=O)[nH]2)cc1
    7	0	7
> O=C(Nc1cccnc1)c1cc(F)c(F)cc1Cl
    2	nt	-2
> CC(C)n1ncc(C(C)(O)C(F)(F)F)c1N (stereo not given)
    4&3	nt	-5&-4
> O=C(CCC(=O)N1CCc2ccccc2C1)NCCc1ccc(F)cc1
    -17	nt	-2
> CCCc1cc(-c2nc(CC3CCN(C)CC3)no2)ccn1
    -2	-16	-4
> NC(=O)CC1CCN(C(=O)NCc2ccc3ccccc3c2)CC1
    -3	nt	1
> OC1CN(c2ncnc3ccc(I)cc23)C1
    9	-13	-4
> COc1ccc(-c2nc3ccccn3c2NC(=O)c2cccc(C(F)(F)F)c2)cc1
    -2	-7	-7
> COc1cc(C(=O)Oc2ccccc2C(C)C)cc(OC)c1OC
    12	-4	-20
> O=C(NCc1ccco1)c1scc2c1OCCO2
    -2	nt	-8
> CCCOC(=O)CN(C)c1ccc(Cl)nn1
    19	-16	-7
> Cc1ccc(-c2c(=O)n(OCc3ccccn3)c3ccccc3[n+]2[O-])cc1
    -3	nt	1
> Cc1nn(C)cc1CN1CCCC(C(=O)c2ccc(-c3ccccc3)cc2)C1 (stereo not given)
    0	-3	-3
> Cc1c(C#N)c(NC(=O)CCN2CCCCC2)n(Cc2ccco2)c1C
    10	nt	-5
> Cn1c(CCC(N)=O)nnc1SCC(=O)N1N=C(c2cccs2)CC1c1ccco1 (stereo not given)
    0	nt	-9
> O=C1CSC2=NC3=C(CCCC3=C3SCCS3)C(c3ccccc3)N12 (stereo not given)
    2	-6	-6
> Cc1cccc(Cn2c(CCNC(=O)C(C)(C)C)nc3ccccc32)c1
    -15	nt	5
> CCCCC(=O)N(C)c1c(C)nc2ccc(C(=O)N(C)CCCN(C)C)cn12
    6	-2	-6

Fetched by structure from above, five records:
Order of results: NPYLR7 ag	mcGAS lum	hcGAS inh
> CN(CC(=O)N1CCN(C(c2ccccc2)c2ccccc2)CC1)c1nc(Cc2ccc(Cl)cc2)ns1
    -8	-3	1
> CCCCN(CC(=O)N(Cc1ccccc1)Cc1cccn1Cc1cccc(OC)c1)C(=O)c1ccc(Br)cc1
    -4	-5	-5
> COc1ccc(C(=O)COC(=O)c2cc(C)nc3ccccc23)cc1OC
    4	-8	-7
> O=C(CCC(=O)N1CCc2ccccc2C1)NCCc1ccc(F)cc1
    -17	nt	-2
> CCOC(=O)c1ccc2c(c1)nc(SCc1ccc(I)cc1)n2CCc1ccc(OC)cc1
    -8	-4	-3

New compounds follow:
Order of results: NPYLR7 ag	mcGAS lum	hcGAS inh
> CC(OC(=O)C1CC(=O)N(CC2CC2)C1)c1cc(F)ccc1F (stereo not given)
    3	nt	-5
> CC(C)(C)C1CCc2c(sc(NC(=O)c3cnccn3)c2C#N)C1 (stereo not given)
    4	nt	-4
> O=C(CN1CCOCC1)NC1c2ccccc2CSc2ccccc21 (stereo not given)
    1	nt	0
> CCn1cc(C(CC(=O)NC2CCCCC2)c2cccc(C)c2)c2ccccc21 (stereo not given)
    10	-6	-5
> N#CC1C(=N)SC(=N)C(C#N)C1c1ccccc1I (stereo not given)
    36	nt	9
> O=C(NCc1ccc(F)cc1)C(C1CCCC1)N1CCN(C(=O)C2CCC2)CC1 (stereo not given)
    7	-5	-4
> Cc1cc(C)nc(Sc2ccc(S(=O)(=O)C(F)(F)F)cc2[N+](=O)[O-])n1
    -4	nt	-6
> O=C1OC(/C=C\c2cccc([N+](=O)[O-])c2)=NC/1=C/C=C/c1ccccc1
    2	-5	-2
> c1ccc(-c2nc(NCCc3ccccn3)c3ccccc3n2)cc1
    1	nt	-6

Compounds were not picked by outcome. About 0.29% of those tested had a hit in this group.
